TROY signal inh – TROY signaling inhibition. Q293 LMP1-TROYcd NF-kB luciferase reporter, 4 h. inhibition, % at 10 µM. hit rate 0.98% among 360,000. AID 1347056;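 active = compounds whose plate-normalised and pattern-corrected inhibition of the luciferase reporter signal at the single screening dose is 50% or more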
Exocytosis inh – blocks lytic granule exocytosis. TALL-104 LAMP-1 surface exposure, flow cytometry; cells stimulated with thapsigargin and PMA. inhibition, % at 10 µM. hit rate 0.66% among 360,000. AID 651702;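 active = inhibition above about 55%, limit read from the data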
SRC1 inh – inhibits human SRC1 coactivator | HEK293 GAL4-SRC1 luciferase reporter, luminescence | inhibition, % at 3.6 µM | Q15788 | AID 588354 | hit rate 0.12% among 360,000;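 active = inhibition above the campaign mean plus 3 SD, with each screening campaign given its own cutoff, cut at about 60% in these data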;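 also: 0% = DMSO treated cells and 100% = gossypol at 36 µM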
ABHD5-PLIN5 inh – ABHD5-PLIN5 protein interaction inhibition. Q00G26+Q8WTS1. Split G. princeps luciferase complementation, luminescence, 4 h. inhibition, % at 4 µM. hit rate 0.78% among 360,000;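 active = inhibition above the mean inhibition across every tested compound plus 3 SD, cut at about 22% in these data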;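 also: 0% = DMSO only wells and the 100% control is not disclosed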
Target sequence (Q00G26 whole entry, looked up): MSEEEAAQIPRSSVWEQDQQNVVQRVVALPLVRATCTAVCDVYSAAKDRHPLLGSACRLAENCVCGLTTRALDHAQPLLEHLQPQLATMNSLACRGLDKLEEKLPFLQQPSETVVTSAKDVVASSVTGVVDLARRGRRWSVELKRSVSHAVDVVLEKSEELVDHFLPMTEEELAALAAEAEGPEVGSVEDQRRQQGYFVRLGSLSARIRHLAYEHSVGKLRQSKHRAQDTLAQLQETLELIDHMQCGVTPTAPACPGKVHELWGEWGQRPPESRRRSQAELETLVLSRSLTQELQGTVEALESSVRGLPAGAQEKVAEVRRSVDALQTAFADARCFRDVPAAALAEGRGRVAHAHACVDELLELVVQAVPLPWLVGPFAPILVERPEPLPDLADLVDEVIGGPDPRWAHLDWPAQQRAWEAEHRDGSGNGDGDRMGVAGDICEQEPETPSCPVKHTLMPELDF
Target sequence (Q8WTS1 whole entry, looked up): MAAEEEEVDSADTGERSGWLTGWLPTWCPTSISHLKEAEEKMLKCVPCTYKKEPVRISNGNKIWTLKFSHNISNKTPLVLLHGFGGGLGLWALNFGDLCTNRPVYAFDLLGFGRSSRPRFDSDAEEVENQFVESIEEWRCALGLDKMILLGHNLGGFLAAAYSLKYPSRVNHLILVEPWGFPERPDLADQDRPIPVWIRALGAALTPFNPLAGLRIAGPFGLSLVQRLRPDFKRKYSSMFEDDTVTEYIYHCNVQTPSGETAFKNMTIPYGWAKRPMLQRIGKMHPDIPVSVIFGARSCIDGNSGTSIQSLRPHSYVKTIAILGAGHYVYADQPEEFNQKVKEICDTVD
LRH-1 inv ag – NR5A2 inverse agonism in reporter assay. inhibition, % at 3.6 µM. AID 602396. HEK293T StAR-luciferase reporter, LRH-1 transfected, 24 h. O00482. hit rate 0.13% among 360,000;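 active = inhibition above the mean inhibition of all tested compounds plus 3 SD, cut at about 73% in these data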;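 also: 0% = DMSO wells and 100% = reporter-only cells lacking LRH-1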
NOD2-RIPK2 inh – NOD2-RIPK2 protein interaction inhibition; CHO BLA complementation NOD2-RIPK2, CCF4 ratio; inhibition, % at 4.98 µM; hit rate 0.38% among 360,000; in the data active = inhibition above about 21%;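 also: 0% = vehicle only and 100% = reference blocker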
SRC3 inh – inhibits human SRC3 coactivator; HEK293 GAL4-SRC3 luciferase reporter, luminescence; inhibition, % at 3.6 µM; hit rate 0.17% among 360,000; AID 588352;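 active = inhibition above a per-campaign cutoff, the mean of all compounds plus 3 SD, cut at about 60% in these data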;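 also: 0% = DMSO-treated cells and 100% = gossypol-treated cells at 36 µM; higher means less SRC3-driven luciferase light from the GAL4 reporter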
NR2F2 inh – inhibitors of human COUP-TFII (NR2F2) | P24468 | HEK293T NGFI-A luciferase reporter, luminescence | inhibition, % at 8.6 µM | hit rate 0.7% among 370,000 | AID 686940;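 active = inhibition above a per-plate cutoff, mean inhibition of test wells between control levels plus 3 SD, cut at about 38% in these data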;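 also: cells cotransfected with COUP-TFII expression vector driving the NGFI-A reporter; 0% = median of COUP-TF2 test wells and 100% = reporter-only cells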
TLR9-MyD88 block – inhibitors of human TLR9-MyD88 binding | CHO BLA complementation TLR9-MyD88, CCF4 FRET ratio | inhibition, % at 4.98 µM | hit rate 0.21% among 340,000 | AID 504734;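 active = inhibition above the mean over all tested compounds plus 3 SD, cut at about 21% in these data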;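 also: 0% = DMSO only wells and 100% = clavulanate BLA inhibitor control wells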
NCOA2 inhibitor – human SRC2 (NCOA2) inhibition; hit rate 0.17% among 370,000; inhibition, % at 9 µM; HEK293 GAL4-SRC2 luciferase reporter, luminescence;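 active = inhibition above the mean inhibition of all tested compounds plus 3 SD, set per campaign, cut at about 52% in these data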;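 also: 0% = DMSO treated cells and 100% = cells given Gossypol at 36 µM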
TWEAK Fn14 block – inhibitors of TWEAK-Fn14 interaction signaling; TWEAK-stimulated Fn14 reporter cells, luciferase luminescence, 8 h; inhibition, % at 10 µM; hit rate 2% among 360,000; in the data active = inhibition above about 50%
The depositor's hits bear a star; nt = not tested or not shown. This is a subset; rates above refer to the full screens.

SMILES | TROY signal inh | Exocytosis inh | SRC1 inh | ABHD5-PLIN5 inh | LRH-1 inv ag | NOD2-RIPK2 inh | SRC3 inh | NR2F2 inh | TLR9-MyD88 block | NCOA2 inhibitor | TWEAK Fn14 block
Clc1ccc(CNCCCSc2ncccn2)cc1Cl | -4 | 4 | -2 | 11 | -10 | -9 | -3 | 6 | 5 | 20 | -5
S=C1c2ccccc2CN1c1ccccc1 | -52 | -2 | -28 | 0 | -21 | 0 | -28 | -30 | 4 | -43 | -22
CCn1nc(C)cc1C(=O)Sc1cccc(Cl)c1 | 32 | 68* | -4 | 3 | -7 | -3 | 0 | 11 | -2 | 7 | 7
Cc1oc(-c2ccccc2F)nc1CS(=O)CC(=O)NCc1ccccc1 (stereo unspecified) | 5 | 5 | 0 | -5 | 1 | 0 | 0 | 7 | 2 | -16 | -6
Cc1cc2c(cc1S(=O)(=O)NCc1ccc(N(C)C)cc1)OCC(=O)N2 | -3 | 4 | -13 | 4 | -13 | -5 | -10 | -7 | -4 | -11 | -14
c1ccc(-c2cnnc3ccccc23)cc1 | -10 | 2 | -18 | -5 | -13 | -10 | 8 | 3 | -1 | -9 | 12
CC(C)n1nc(Cc2cccc3ccccc23)c(C#N)c1N | -1 | -1 | 0 | 4 | -2 | 10 | -6 | -6 | -1 | 3 | 0
Cc1nnc(SCC(=O)N2CCN(c3ccccc3)CC2)n1-c1ccccc1 | 2 | 1 | 9 | 1 | 5 | 1 | 2 | 2 | -7 | -10 | 19
C=CCN(CC=C)Cc1cc(=O)oc2ccccc12 | -23 | -2 | 14 | 1 | -2 | 0 | 12 | -1 | nt | 16 | -10
COc1ccc(NC(=O)C2C3CCC(O3)C2C(=O)O)c(C)c1 (stereo unspecified) | 17 | 0 | -2 | 3 | -2 | -4 | -4 | 10 | -10 | -10 | -12
C#CCOCCOCCOCCNc1nc(N2CCN(C(=O)[C@H](CCCCN)n3cc(CN)nn3)CC2)nc(N2CCN(C(=O)[C@H](CCC(=O)O)n3cc([C@@H](N)CCSC)nn3)CC2)n1 | 0 | -8 | 1 | 3 | -3 | 1 | -3 | 2 | -6 | 1 | -3
O=C(O)C1CCCCC1C(=O)Nc1ccc(S(=O)(=O)N2CCOCC2)cc1 (stereo unspecified) | 6 | 2 | 0 | -7 | -6 | -10 | 11 | -5 | -8 | 19 | 6
CC(C)(C)OC(=O)N1CCC(C(=O)N[C@@H](Cc2c[nH]c3ccccc23)C(=O)O)CC1 | -4 | -4 | -2 | 5 | 6 | -3 | -1 | 13 | 1 | -8 | 6
COc1c2ccc(OCC/C(C)=C/C(=O)C=C(C)C)cc2nc2occc12 | -22 | 16 | -9 | -6 | -13 | -12 | -17 | -15 | -3 | -20 | -34
CC1(C)Cc2c(c(N3CCOCC3)nc3sc(-c4ccc(C(=O)O)o4)c(N)c23)CO1 | 3 | -12 | -5 | 6 | -3 | 11 | -17 | -5 | 16 | 6 | -20
Cc1ccc(S(=O)(=O)N2C[C@H]3C(=O)C[C@@H](c4ccccc4)N(S(=O)(=O)c4ccc(C)cc4)[C@H]3C[C@H]2c2cccc(C)c2)cc1 | -10 | 1 | 11 | -6 | 9 | 7 | 4 | 4 | nt | 18 | -3
O=C(COC(=O)Cc1ccccc1F)Nc1ccc2c(c1)OCO2 | -48 | -2 | -4 | 4 | 10 | -4 | 10 | -7 | -4 | 8 | -14
O=C(Nc1ccc(Cl)cc1)N1CCSC1=NCc1ccccc1 | -27 | 10 | -5 | -5 | -12 | 5 | 2 | -19 | 2 | -3 | -10
CC1=C(C(=O)OCC2CCCO2)C(c2coc3ccc(C)cc3c2=O)C2=C(CCCC2=O)N1 (stereo unspecified) | -25 | -4 | 2 | -5 | -17 | 3 | 12 | 8 | -4 | -14 | -3
Nc1ncc(-c2ccccc2)c(-c2ccc(O)cc2O)n1 | 25 | 14 | 20 | 6 | 28 | -5 | 14 | 32 | 6 | 14 | 17
OCC1OCOC2C(CO)OCOC12 (stereo unspecified) | 2 | -5 | 11 | 1 | 16 | -4 | 12 | 10 | 2 | -6 | -14
CCNC(=O)c1ccccc1-c1nc(-c2ccccc2)no1 | -1 | -10 | 2 | -4 | 4 | -4 | -16 | -1 | 6 | 3 | -18
Cc1ccc(-c2nc3ccccc3s2)cc1NC(=O)c1ccc2c(c1)OCO2 | -49 | -2 | 8 | 10 | 16 | -16 | 14 | -1 | -8 | 9 | -15
COc1ccc(C)cc1NC(=O)c1ccc2c(c1)C(=O)N(Cc1ccncc1)C2=O | 12 | 5 | -4 | -1 | -34 | -2 | -13 | 1 | 4 | -50 | -9
COc1cccc(NC(=O)CSc2nnc(-c3cccs3)n2C)c1 | -30 | -2 | 0 | -3 | 4 | 0 | 12 | -9 | -6 | 7 | -8
CCOC(=O)c1c(S(=O)(=O)N2CCCC(C(=O)Nc3cccc(C)n3)C2)c(C)n(C)c1C (stereo unspecified) | 0 | -1 | 9 | 0 | -4 | 1 | 10 | -4 | 0 | -21 | 0
O=C(Cn1cnc2c(nnn2Cc2ccc(F)cc2)c1=O)Nc1ccccc1 | -8 | 0 | -3 | 2 | 6 | -3 | -19 | -10 | -10 | -16 | 1
C=CCNC(=S)NNC(=O)c1cc(C)nc2ccccc12 | 3 | 3 | -1 | -1 | -17 | -4 | -6 | -10 | -1 | -1 | -10
Cc1cccc(CNC(=O)c2ccccc2NC(=O)C2=CSCCO2)c1 | 12 | -2 | -7 | -10 | -34 | 0 | 6 | 6 | -9 | 19 | 30
Cc1ccc(-c2nnc(N3CCOCC3)c3ccccc23)cc1S(=O)(=O)NCC1CCCO1 (stereo unspecified) | 25 | 5 | 17 | -1 | 17 | -12 | 4 | 8 | -1 | -9 | -4
CC12CCC(C(=O)N(NC(=O)c3ccccc3O)C1=O)C2(C)C (stereo unspecified) | 10 | 8 | -6 | 1 | -19 | 4 | 12 | 4 | -7 | -17 | -1
O=C(N/C(=C\c1ccc(F)cc1)C(=O)N1CCOCC1)c1ccccc1 | -3 | -8 | -8 | 5 | -11 | -1 | -15 | -29 | 8 | -11 | 13
CSc1ccc(CN2CCCC(CO)(Cc3ccccc3)C2)cc1 (stereo unspecified) | 1 | 2 | 1 | 4 | -10 | -6 | 1 | 17 | 2 | 2 | -18
CCCCCn1c(SCC(=O)OCC)nc2cc(C(=O)NCc3ccco3)ccc2c1=O | -17 | 5 | 4 | 3 | 2 | 0 | 10 | 6 | 6 | 24 | 20
N#C/C(=C\c1c(N2CCOCC2)nc2ccccn2c1=O)C(=O)NC1CCS(=O)(=O)C1 (stereo unspecified) | 0 | -3 | 17 | -5 | 7 | -4 | 16 | -14 | nt | -16 | -5
Cc1ccccc1-c1nnc(SCC(=O)N2CCCC2)o1 | -42 | -11 | -52 | 4 | -42 | -10 | -94 | -33 | -1 | -70 | 5
COC(=O)Cn1cnc2c(nnn2-c2ccc(C)cc2)c1=O | 10 | 0 | 12 | 0 | 18 | -8 | 3 | 24 | 6 | -7 | -10
CC(=O)Nc1cc(C(=O)N2CCc3ccccc3C2)ccc1Sc1ccc(Cl)cc1 | 13 | 41 | 6 | 15 | 20 | 13 | 12 | 6 | 6 | 5 | -15
Clc1ncc(Cn2cccn2)s1 | 4 | 8 | -1 | -2 | -1 | 0 | 3 | -7 | -4 | -4 | 7
COc1cc(C(C(=O)NC(C)(C)C)N(Cc2ccc3c(c2)OCO3)C(=O)c2cnccn2)cc(OC)c1OC (stereo unspecified) | 19 | -2 | 6 | -8 | 7 | -2 | 0 | 4 | -17 | 5 | 2
O=C(Nc1cc(S(=O)(=O)N2CCOCC2)ccc1N1CCCC1)c1ccccc1F | 7 | -4 | -2 | 15 | 6 | -13 | 0 | 3 | -3 | -16 | -1
C/C(=N\Nc1nc(C)cc(C)n1)c1ccc(C)o1 | 9 | -7 | 4 | -5 | -10 | -5 | 11 | 3 | nt | -13 | -6
O=C(CN1CC(c2ccccc2)CC1=O)Nc1ccc2c(c1)OCO2 (stereo unspecified) | -22 | 2 | 2 | 6 | -14 | 4 | 27 | 5 | -11 | -1 | 11
Cc1ccc(C(C)C)c(OC(=O)/C=C/c2ccccc2)c1 | -3 | 2 | 10 | -2 | -3 | -7 | 23 | 14 | -12 | 6 | 1
COc1ccc(C)cc1N1CC(C(=O)Nc2cccc(C(=O)NC3CC3)c2)CC1=O (stereo unspecified) | 10 | -6 | 10 | -3 | -2 | -3 | 3 | 0 | 1 | 12 | -32
Cc1cc(NC(=O)CCN2CC(C)OC(C)C2)ccc1Br (stereo unspecified) | 7 | 0 | 2 | 8 | 4 | -2 | -18 | -18 | -1 | 14 | -4
CCCNC(=O)C(Cc1ccccc1C)NC(=O)c1ccc(C#N)cc1 (stereo unspecified) | 5 | -2 | -5 | -3 | -10 | -1 | -8 | 1 | 0 | -12 | -9
COc1cc2c3nc4n(c(=O)c3n(CC(=O)NCC3CCCO3)c2cc1OC)CCS4 (stereo unspecified) | -12 | 10 | -1 | 3 | -8 | -2 | -9 | -12 | -5 | -3 | 29
C=CC[C@H](CC(=O)NCCO)C(=O)N[C@H](COC(=O)[C@@H](CC=C)CC(=O)OC(C)(C)C)Cc1ccccc1 | -7 | 2 | 3 | -5 | 21 | -5 | 4 | 13 | 4 | -27 | -15
N#C/C(=N\Nc1ccccc1)C(=N)N1CCOCC1 | 3 | 1 | -30 | -4 | -18 | -6 | -27 | -12 | -11 | -43 | -9
CCn1c2ccc(F)cc2c2nnc(SCCN3CCCCC3)nc21 | -5 | 8 | 3 | 5 | 9 | -1 | -16 | -27 | -1 | -1 | -26
CCN(CC(=O)NCc1cccs1)C(=O)/C=C/c1cc(OC)ccc1OC | 10 | -9 | 1 | 0 | 11 | -15 | -4 | 0 | -4 | 6 | 3
O=C(c1cccc2c1-c1ccccc1C2)N1CCCCC1 | 7 | 4 | 2 | 6 | 11 | -11 | 16 | 3 | -6 | -15 | 6
CCn1c(SCC(=O)c2c[nH]c3ccccc23)nc2cc(S(=O)(=O)N3CCOCC3)ccc21 | 12 | -3 | -78 | -5 | -6 | 9 | -11 | -3 | -7 | 1 | 25
CCCOc1ccc(F)cc1-c1cc(C(=O)NCCOC)[nH]n1 | -1 | -4 | -6 | 1 | 6 | -12 | 13 | 10 | nt | 2 | -1
CCOc1ccccc1NC(=O)c1nnn(CC(=O)Nc2ccc3c(c2)OCO3)c1N | -11 | -3 | -2 | 5 | 9 | -5 | -14 | -26 | -1 | -6 | -17
Cc1cc(/C=C2/NC(=O)N(Cc3ccccc3F)C2=O)c(C)n1-c1ccccn1 | 13 | 1 | 9 | 1 | 4 | -1 | -14 | 5 | -12 | 7 | 30

Screening results from PubChem BioAssay.
